# PGC1a acetyl inh: inhibitors of PGC1a acetylation signal, primary screen, cell-based, U2OS, AlphaScreen, inhibitor mode | AlphaScreen anti-acetyl-lysine; with virally co-expressed GCN5 acetyltransferase | inhibition, % at 15.6 µM | 350,000 compounds, 0.17% hits;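 active = every replicate shows inhibition of at least 40%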;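 also: 0% = neutral control wells and 100% = positive control wells; some results beyond the cut were filed as inactive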
# Cneo AK release: Cryptococcus neoformans cell lysis inducers, primary screen, AK release luminescence, single concentration; C. neoformans lysis, adenylate kinase release luminescence, 4 h; normalised: neutral wells 0, clomiphene wells 100; lysis activity, % at 15 µM; 360,000 compounds, 0.2% hits;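 active = mean lysis activity across replicates of at least 80%, whatever share of replicates individually reach that level; inactive = mean lysis activity below 80%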
#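 Assay system: C. neoformans cells. Amount: yeast cell density of 5 × 10^6 cells/mL. Technique: AK luminescence. Buffer or medium: YPD. Times: static 4 h at 37 °C with compound, 1 h detection. Dosing: single-point compound dose. Read-out: lysis from increased AK signal.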
# Statin myotox sup: suppressors of statin myotoxicity in C2C12 myotubes, primary screen, cell-based, single point, plate reader. C2C12 myotubes + simvastatin, ATP luminescence, 48 h; scaled: DMSO 0, geranylgeraniol control 100. 330,000 compounds, 0.78% hits. rescue of ATP level, % at 7.49 µM;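 active = mean ATP rescue above about 67%, or every replicate alone reaching that limit, limit read from the data, passing the limit was not always enough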;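 also: myotubes were challenged with 10 µM simvastatin during compound exposure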
# INS-1E GSIS act: GLuc luminescence reporter in INS-1E cells, primary screen for activators of glucose-dependent secretion of insulin. activation, % at 16.6 µM. INS-1E GLuc reporter insulin secretion, 2-3 h. AID 743287, 2014. 370,000 compounds, 0.61% hits;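 active = lowest replicate activation of at least 40%, so every replicate reaches that level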;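 also: 0% = median of neutral control wells and 100% = median of IBMX positive control wells; some compounds called inactive have numbers as strong as hits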
# PglD DTNB: C. jejuni PglD acetyltransferase inhibitors, primary screen, biochemical, DTNB colorimetric, single point | inhibition, % at 12.5 µM | UDP-N-acetylbacillosamine N-acetyltransferase PglD (Campylobacter jejuni) | 360,000 compounds, 0.098% hits | purified PglD enzyme, DTNB colorimetric CoA detection; in the data active = inhibition above about 16%, passing the limit was not always enough; also: strong numbers were not always called active
# ARNT-TACC3 inh: disruptors of ARNT/TACC3 protein interaction, primary screen, biochemical, AlphaScreen, single concentration. AlphaScreen His-ARNT PAS-B/GST-TACC3 binding, luminescence; TACC3 fragment carries E629A point mutation. inhibition, % at 9.99 µM. AID 623870, 2012. 390,000 compounds, 0.66% hits;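 active = mean inhibition of replicates at least 50% and at least half of replicates each reaching 50%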;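 also: 0% = complete ARNT plus TACC3 wells and 100% = ARNT alone without TACC3; many hits fall short of the cut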
# PAX8 reporter: inhibitors of PAX8-driven TPO luciferase reporter, primary screen, RMG-I cells, single concentration | inhibition, % at 12.6 µM | SteadyGlo, 24 h | 360,000 compounds, 1.2% hits | AID 652154, 2013;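 active = mean replicate inhibition at least 60% with every replicate also reaching 60%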;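 also: luciferase light reporting Pax8 driven TPO promoter activity; plate controls were median of neutral control wells for no effect and mitoxantrone controls for full effect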
# LGR2 inh: inhibitors of bursicon-induced LGR2 CRE-luciferase signal, primary screen, cell-based, HEK293, CRE-luciferase reporter, bursicon stimulation; bursicon-stimulated, 4 h; inhibition, % at 9.99 µM; 380,000 compounds, 0.35% hits; AID 720647, 2013;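 active = drop in luminescence signal, shown as inhibition above about 50% in the replicate tests, limit read from the data, passing the limit was not always enough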;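 also: agonist challenge used bursicon conditioned medium at about half maximal strength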
# The depositor's hits bear a star; x = not tested or not shown.
# Assay codes: A = PGC1a acetyl inh; B = Cneo AK release; C = Statin myotox sup; D = INS-1E GSIS act; E = PglD DTNB; F = ARNT-TACC3 inh; G = PAX8 reporter; H = LGR2 inh
CC1CC(C)CN(C(=O)Cn2ncc3c([nH]c4ccccc43)c2=O)C1 (stereo unspecified)
  A: 4	B: -1	C: -7	D: -1	E: 3	F: 8	G: 29	H: 24

CC(C)NC(=O)N(C)C[C@@H]1Oc2ccc(NS(=O)(=O)c3cn(C)cn3)cc2CC(=O)N([C@H](C)CO)C[C@@H]1C
  A: 4	B: -1	C: -31	D: 3	E: 1	F: -6	G: 9	H: -28

COc1ccc(S(=O)(=O)N(C)C[C@@H]2OCCCC[C@@H](C)Oc3ccc(NS(=O)(=O)c4cccs4)cc3C(=O)N([C@@H](C)CO)C[C@@H]2C)cc1
  A: 3	B: 6	C: x	D: 6	E: 0	F: 6	G: 6	H: -8

CN(C)CC(=O)N[C@H]1CC[C@H](CCNC(=O)Nc2ccc(F)cc2)O[C@@H]1CO
  A: -7	B: 22	C: -10	D: 15	E: 1	F: -9	G: -15	H: -11

COCC(=O)N(C)C[C@@H]1Oc2cc(-c3ccccc3F)ccc2S(=O)(=O)N([C@H](C)CO)C[C@H]1C
  A: -7	B: 0	C: -2	D: 18	E: 10	F: -3	G: 1	H: -2

COc1cc(OC)nc(Oc2cccc(C(F)(F)F)c2)n1
  A: 1	B: -1	C: 2	D: 2	E: -1	F: -4	G: -1	H: -19

O=C(CSc1cccc2cccnc12)Nc1cc(C(=O)O)cc(C(=O)O)c1
  A: -3	B: -2	C: 7	D: -11	E: 0	F: 68*	G: -4	H: -6

Cc1c(N=Cc2c(O)n(C)c(=O)c3ccccc23)c(=O)n(-c2ccccc2)n1C
  A: 5	B: -11	C: -19	D: x	E: x	F: -7	G: x	H: x

N#C[C@H]1[C@@H](c2ccc(C#CC3CC3)cc2)[C@H](CO)N1C(=O)c1cccc(F)c1
  A: 13	B: 47	C: 13	D: -2	E: -1	F: 20	G: 17	H: -7

CCn1c(C)c(C)c2cc(C(=O)NCCCN3CCCCC3)ccc21
  A: -9	B: 16	C: 27	D: 4	E: 2	F: 5	G: -7	H: -25

COc1ccc(NC(=O)C2=CC(c3ccco3)=NS(=O)(=O)N2C)cc1OC
  A: -1	B: 0	C: 0	D: 9	E: 1	F: 6	G: -26	H: 6

Cc1cc(C)c2c(N)c(C(=O)Nc3ccc([N+](=O)[O-])cc3)sc2n1
  A: -1	B: 2	C: -14	D: -10	E: -4	F: -7	G: -165	H: -85

Cc1ccc(-c2nsc3c(N4CCC(C(N)=O)CC4)ncnc23)cc1
  A: x	B: -1	C: x	D: -9	E: -1	F: -4	G: -39	H: x

O=C(NCCOc1ccccc1)c1ncn[nH]1
  A: 0	B: 0	C: -12	D: x	E: 1	F: -16	G: x	H: x

N#CC12CCCCC1CC1CCCCC1(C#N)N2CCO (stereo unspecified)
  A: 3	B: 0	C: 4	D: x	E: 5	F: -6	G: x	H: x

Cc1cc(C)c(NC(=O)c2cccc(NC(=O)c3ccco3)c2)c(C)c1
  A: x	B: -1	C: -4	D: -5	E: 5	F: 0	G: 29	H: 5

Cc1ccc(CNC(=O)C(Cc2ccccc2)n2cccc2)cc1 (stereo unspecified)
  A: -11	B: -3	C: x	D: -49	E: -2	F: 14	G: 13	H: -10

CCN1C(=O)/C(=C\c2ccncc2)SC1=S
  A: 3	B: -5	C: x	D: 8	E: 6	F: 7	G: 12	H: 1

CCOC(=O)c1c2ccccc2[n+]([O-])n1[C@@H](C)C(N)=O
  A: x	B: 7	C: 5	D: 3	E: -7	F: -2	G: -3	H: -17

COc1ccc(/C=C2\SC(=S)N(CC(=O)NNC(=O)c3ccncc3)C2=O)cc1
  A: -11	B: x	C: x	D: 5	E: x	F: x	G: 4	H: -5

CCN(C(=O)CSc1nc2ccccc2n1C)C1CCS(=O)(=O)C1 (stereo unspecified)
  A: 14	B: -2	C: -10	D: x	E: 4	F: -19	G: -1	H: 7

O=C(CC1CCCCC1)NCc1ccc(Cl)cc1
  A: 0	B: -1	C: -6	D: -6	E: 0	F: -2	G: -47	H: -67

Cc1ccccc1N(C(=O)Cc1cccs1)C(C(=O)NC1CCCCC1)c1cn(C)nc1C (stereo unspecified)
  A: 19	B: -3	C: -4	D: -15	E: 1	F: -4	G: -28	H: -3

CC(C)[C@H](NC(=O)c1ccccc1)C(=O)NCCc1ccccc1
  A: x	B: 0	C: 1	D: 3	E: 5	F: 1	G: 18	H: 12

CCC(=O)N1CCc2cc(Br)cc(S(=O)(=O)N3CCN(C(=O)c4ccco4)CC3)c21
  A: 2	B: -1	C: -7	D: x	E: -1	F: 4	G: x	H: x

CCOc1ccc(S(=O)(=O)N2CCN(C(=O)c3ccco3)CC2)cc1
  A: -6	B: 0	C: -22	D: 13	E: -3	F: -3	G: 34	H: -37

CCOc1ccc2nc(/N=C/c3nc(-c4ccccc4)oc3O)sc2c1
  A: x	B: x	C: x	D: 9	E: x	F: -6	G: -21	H: 9

Cc1cc(C)c(NC(=O)CSc2nc3ccccc3c(=O)n2CCCN2CCOCC2)c(C)c1
  A: 1	B: 0	C: 1	D: 12	E: -3	F: 1	G: 3	H: -5

Cc1ccccc1CO/N=C/c1[nH]ncc1Br
  A: -5	B: 8	C: x	D: 18	E: -3	F: -4	G: -4	H: -7

Cc1cccc2nc(CSc3nc4ccccc4[nH]3)cn12
  A: x	B: x	C: x	D: 11	E: x	F: 3	G: -37	H: -23

# Part of the list above in a different format:
# Below each SMILES: PGC1a acetyl inh, Cneo AK release, Statin myotox sup, INS-1E GSIS act, PglD DTNB, ARNT-TACC3 inh, PAX8 reporter, LGR2 inh
Cc1cccc2nc(CSc3nc4ccccc4[nH]3)cn12
  x, x, x, 11, x, 3, -37, -23
CC(C)[C@H](NC(=O)c1ccccc1)C(=O)NCCc1ccccc1
  x, 0, 1, 3, 5, 1, 18, 12
CCC(=O)N1CCc2cc(Br)cc(S(=O)(=O)N3CCN(C(=O)c4ccco4)CC3)c21
  2, -1, -7, x, -1, 4, x, x
CCN(C(=O)CSc1nc2ccccc2n1C)C1CCS(=O)(=O)C1 (stereo unspecified)
  14, -2, -10, x, 4, -19, -1, 7

# Next results.
# Assay codes: A = PGC1a acetyl inh; B = Cneo AK release; C = Statin myotox sup; D = INS-1E GSIS act; E = PglD DTNB; F = ARNT-TACC3 inh; G = PAX8 reporter; H = LGR2 inh
Nc1nnc(SCC(=O)Nc2cccnc2Cl)s1
  A: -2	B: 1	C: 12	D: 14	E: 7	F: 3	G: -6	H: -3

Cn1c(=O)c2c(nc(SCC(=O)N3CCCCCC3)n2C)n(C)c1=O
  A: -1	B: 6	C: -8	D: x	E: 2	F: -5	G: 28	H: x

O=C(NCc1cccnc1)C(=O)c1c[nH]c2ccccc12
  A: 3	B: -3	C: -7	D: 4	E: -5	F: -4	G: 17	H: 11

O=C(CNC(=O)c1ccc2c(c1)OCO2)N/N=C/c1cc(Br)ccc1O
  A: x	B: -1	C: -19	D: 70	E: -1	F: x	G: 16	H: 24

Cc1c(C(=O)NC2CCCc3ccccc32)cccc1[N+](=O)[O-] (stereo unspecified)
  A: -3	B: -3	C: -5	D: -7	E: -2	F: x	G: 6	H: 1

O=C(Cc1ccccc1)N1CC[C@@H]2[C@H]1c1cc(-c3ccc(F)cc3)ccc1N[C@@H]2CO
  A: 16	B: -11	C: 37	D: 5	E: 0	F: 27	G: 15	H: 32

CCCN1C(=O)C(NS(=O)(=O)c2ccc(N)cc2)(C(F)(F)F)C(C(=O)OC)=C1C (stereo unspecified)
  A: 3	B: 10	C: 18	D: x	E: 4	F: -6	G: x	H: x

COc1ccccc1N1CCN(C2CCCN(C(=O)CCC(C)=O)C2)CC1 (stereo unspecified)
  A: 8	B: -2	C: -2	D: x	E: 2	F: -5	G: 27	H: 2

O=C(O)C1C2C=CC(C2)C1C(=O)NCc1cccnc1 (stereo unspecified)
  A: 0	B: 0	C: -3	D: x	E: 3	F: -7	G: 4	H: x

CCc1ccc(C(=O)COC(=O)c2cnccn2)cc1
  A: -4	B: -3	C: x	D: x	E: -1	F: 6	G: x	H: x

# Two entries picked at random from those above:
# Assay codes: A = PGC1a acetyl inh; B = Cneo AK release; C = Statin myotox sup; D = INS-1E GSIS act; E = PglD DTNB; F = ARNT-TACC3 inh; G = PAX8 reporter; H = LGR2 inh
COc1ccc(S(=O)(=O)N(C)C[C@@H]2OCCCC[C@@H](C)Oc3ccc(NS(=O)(=O)c4cccs4)cc3C(=O)N([C@@H](C)CO)C[C@@H]2C)cc1
  A: 3	B: 6	C: x	D: 6	E: 0	F: 6	G: 6	H: -8

CCN1C(=O)/C(=C\c2ccncc2)SC1=S
  A: 3	B: -5	C: x	D: 8	E: 6	F: 7	G: 12	H: 1

# The results go on.
# Assay codes: A = PGC1a acetyl inh; B = Cneo AK release; C = Statin myotox sup; D = INS-1E GSIS act; E = PglD DTNB; F = ARNT-TACC3 inh; G = PAX8 reporter; H = LGR2 inh
O=C(NCCc1ccccc1)c1cc2sccc2n1Cc1ccccc1
  A: -16	B: 0	C: 40	D: x	E: 1	F: -2	G: x	H: x

O=C(Nc1ccccc1-c1ccccc1)C1CCC1
  A: 2	B: x	C: x	D: 17	E: x	F: -10	G: -34	H: x

COc1cc2c(cc1OC)[C@H](C)N(C(=O)COc1ccccc1)CC2
  A: 1	B: 3	C: -11	D: 11	E: 1	F: 10	G: 3	H: 2

Nc1cccc2c1C(=O)N(C(=O)/C=C/c1cccc(Br)c1)C2=O
  A: 12	B: -13	C: 25	D: -15	E: 5	F: 2	G: 1	H: -7

Cc1sc(NC(=O)c2ccco2)c(CN2CCN(c3ccc(F)cc3)CC2)c1C
  A: x	B: 1	C: 0	D: -2	E: -4	F: -6	G: -28	H: 20

Cn1c(SCCC#N)nnc1-c1ccccc1F
  A: 11	B: -1	C: -7	D: -5	E: 2	F: -1	G: -9	H: 5

C/C=C(/C)C(=O)OC1CC(C)(C)C[C@H]2C3=CC[C@@H]4[C@@]5(C)CCC(O[C@@H]6O[C@@H](C(=O)O)[C@@H](O)C(O[C@@H]7OC[C@H](O)[C@@H](O)[C@@H]7O[C@@H]7OC(CO)C(O)[C@@H](O)[C@@H]7O)C6O[C@@H]6OC(CO)C(O)C(O)C6O)[C@@](C)(CO)[C@@H]5CC[C@]4(C)[C@]3(C)CC(O)[C@@]12CO (stereo partly specified)
  A: x	B: 3	C: 12	D: x	E: 0	F: -16	G: x	H: x

COc1ccc(C(=O)n2cc(C(C)=O)c3ccccc32)cc1
  A: x	B: 1	C: 4	D: 11	E: 3	F: 1	G: 16	H: 16

Cc1c(C(=O)NCc2ccc(Cl)c(Cl)c2)sc(=O)n1Cc1ccc(S(=O)(=O)N(C)C)cc1
  A: x	B: -1	C: 6	D: -12	E: -6	F: x	G: 28	H: -7

O=C(CSc1nnc(-c2ccc(S(=O)(=O)N3CCCC3)cc2)n1CC1CCCO1)NC1CC1 (stereo unspecified)
  A: 9	B: -3	C: x	D: x	E: -2	F: -3	G: x	H: x

NC(Cc1ccccc1)c1csc(Nc2nncc3ccccc23)n1 (stereo unspecified)
  A: x	B: 1	C: -12	D: x	E: 8	F: x	G: -9	H: -14

O=C(NC(=S)Nc1ccc(Br)cc1)C1CCCCC1
  A: 0	B: -2	C: -40	D: 16	E: -2	F: -2	G: -86	H: -5
